# Screening results from PubChem BioAssay.
# 697 NFkB inh – inhibitors of the PMA/ionomycin-induced NF-kB reporter in 697 B cells. inhibition, % at 4 µM. 697 B-cell NF-kB luciferase reporter, 16 h. actives 0.33% (n = 330,000); in the data active = inhibition above about 35%
# CCR6 antag – blocks CCL20-driven beta-arrestin recruitment at human CCR6; P51684; CHO-K1 CCR6 PathHunter beta-arrestin, luminescence, CCL20-stimulated; inhibition, % at 20 µM; actives 0.49% (n = 340,000);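 active = compounds whose inhibition of the agonist-driven luminescence signal at 20 µM reaches about 50%, limit read from the data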;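 note: cells stimulated with CCL20 at 14 nM final; plate controls were DMSO with CCL20 for no effect and DMSO without agonist for full effect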
# XBP1 UPR activ – activators of adaptive arm of unfolded protein response (XBP1); CHO-XBP1 luciferase reporter, IRE1-XBP1 UPR activation, luminescence; percent of tunicamycin response, DMSO as zero; AID 463104; actives 0.33% (n = 330,000); activation, % at 20 µM;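 active = versus positive control, 20 µM dose yields 30% or more activation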;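 note: 100% = tunicamycin at 10 µg/mL and 0% = DMSO only wells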
#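 Material – CHO cell line with stable XBP1 luciferase reporter · Buffer or medium – F12 plus 10% FBS · Compound – single point, 20 µM final compound, 1% DMSO · Schedule – 16-18 h cell attachment at 37 °C, then 6 h compound exposure · Signal – Steady-Glo luminescence read · Benchmarks – high control tunicamycin 10 µg/mL final, low control DMSO vehicle only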
# Mdm2 MdmX PPI – disrupts the human Mdm2-MdmX interaction; O15151+Q00987; SaOS-2 split-luciferase Mdm2/MdmX complementation, luminescence; inhibition, % at 8 µM; actives 3% (n = 330,000);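 active = inhibition of at least 50% at 8 µM in the primary screen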
# Target sequence (O15151 whole entry, looked up): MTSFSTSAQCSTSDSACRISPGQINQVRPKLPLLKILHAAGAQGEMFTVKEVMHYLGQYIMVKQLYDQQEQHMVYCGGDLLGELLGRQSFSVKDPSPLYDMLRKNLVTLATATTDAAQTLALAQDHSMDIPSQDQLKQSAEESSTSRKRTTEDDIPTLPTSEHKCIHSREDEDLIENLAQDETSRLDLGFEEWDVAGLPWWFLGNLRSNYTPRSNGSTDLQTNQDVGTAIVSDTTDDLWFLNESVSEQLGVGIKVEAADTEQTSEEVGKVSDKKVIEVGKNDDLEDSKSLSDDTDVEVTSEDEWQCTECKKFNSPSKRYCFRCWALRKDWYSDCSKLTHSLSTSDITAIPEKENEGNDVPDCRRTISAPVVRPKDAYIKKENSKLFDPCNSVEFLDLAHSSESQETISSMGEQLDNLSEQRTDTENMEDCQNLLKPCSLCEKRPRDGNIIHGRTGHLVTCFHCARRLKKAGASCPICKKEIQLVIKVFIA
# Target sequence (Q00987 whole entry, looked up): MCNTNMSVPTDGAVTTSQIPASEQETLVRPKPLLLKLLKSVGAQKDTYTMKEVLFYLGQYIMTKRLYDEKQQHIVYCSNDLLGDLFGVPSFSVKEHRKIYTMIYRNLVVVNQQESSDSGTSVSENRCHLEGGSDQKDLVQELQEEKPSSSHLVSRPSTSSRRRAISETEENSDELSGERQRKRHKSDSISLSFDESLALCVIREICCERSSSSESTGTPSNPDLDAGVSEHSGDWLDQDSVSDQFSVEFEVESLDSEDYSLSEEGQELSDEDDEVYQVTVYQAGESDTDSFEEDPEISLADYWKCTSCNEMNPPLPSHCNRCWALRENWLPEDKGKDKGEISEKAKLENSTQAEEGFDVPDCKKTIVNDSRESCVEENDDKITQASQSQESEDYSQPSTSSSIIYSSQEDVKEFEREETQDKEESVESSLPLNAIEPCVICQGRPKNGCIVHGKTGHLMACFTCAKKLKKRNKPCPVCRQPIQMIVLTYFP
# CXCR6 block – inhibitors of human CXCR6 receptor; O00574; CHO-K1 PathHunter CXCR6 beta-arrestin, luminescence; inhibition, % at 20 µM; actives 0.36% (n = 360,000); AID 602244; in the data active = inhibition above about 34%, passing the limit was not always enough;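 note: antagonist mode with CXCL16 agonist at 10 nM final; 0% = 10 nM CXCL16 with DMSO and 100% = unstimulated wells without agonist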
# Gli-Sufu antag – blocks Gli-Sufu signaling in a luciferase reporter; Sufu-KO-LIGHT fibroblasts, Gli luciferase reporter luminescence; inhibition, % at 5 µM; actives 0.74% (n = 340,000); AID 588413;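 active = inhibition above about 55%, limit read from the data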;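 note: 0% = DMSO-treated cells and 100% = wells with medium but no cells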
# EBI2 block – antagonists of human EBI2 receptor. P32249. EBI2 beta-arrestin recruitment, luminescence, 7a,25-OHC stimulated. inhibition, % at 5 µM. actives 0.81% (n = 360,000); in the data active = inhibition above about 38%;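 note: enzyme fragment complementation signal reports receptor beta-arrestin coupling in cells; 0% = agonist plus DMSO wells and 100% = wells without agonist; some results beyond the cut were filed as inactive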
# Jurkat NFkB inh – inhibitors of the PMA/ionomycin-induced NF-kB reporter in Jurkat cells; PMA/ionomycin-induced NF-kB luciferase reporter, luminescence; actives 0.53% (n = 330,000); AID 435003; inhibition, % at 4 µM; in the data active = inhibition above about 50%
# CHOP UPR activ – apoptotic UPR (CHOP) activation; CHO-CHOP luciferase reporter, luminescence; percent of tunicamycin response over DMSO baseline; activation, % at 10 µM; actives 0.34% (n = 330,000);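 active = at 10 µM dose, activation of 40% or more, normalized to positive control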;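 note: 100% = tunicamycin at 10 µg/mL and 0% = DMSO alone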
#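 Material: CHO-CHOP cells, stable luciferase reporter of PERK-eIF2a-CHOP signalling; quantity: 500 reporter cells seeded per well; buffer or medium: F12 medium containing 10% fetal bovine serum; compound: one dose, 10 µM in 0.5% DMSO; incubation: 6 h compound treatment, 37 °C; measured by: Steady-Glo luciferase luminescence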
# Starred values were filed as active, the others as inactive; . = not tested or not shown.
SMILES,697 NFkB inh,CCR6 antag,XBP1 UPR activ,Mdm2 MdmX PPI,CXCR6 block,Gli-Sufu antag,EBI2 block,Jurkat NFkB inh,CHOP UPR activ
CSc1ccccc1OCc1cc(C(=O)N(C)Cc2nonc2C)no1,-156,10,0,-52,-5,-50,12,-84,0.8
Cc1cc(F)ccc1S(=O)(=O)N1CCCOC1CNC(=O)C(=O)NCc1ccc2c(c1)OCO2 (configuration not stated),6,6,-3,25,3,-9,2,13,0.5
Cn1cc(CN2CCCC(C(=O)Nc3cccc(-c4cc5ccccc5[nH]4)c3)C2)cn1 (configuration not stated),23,18,1,60*,-10,14,1,12,3.8
CCc1ccc(C(=O)NC(=S)Nc2ccc3c(c2)OCCO3)cc1,-82,25,1,-152,-4,-98,10,-98,5.9
COc1ccc(CNC(=O)CN2CCN(S(=O)(=O)c3c(C)c(C)cc(C)c3C)CC2)cc1OC,-13,9,-2,-34,8,-9,4,-15,1.0
Cc1csc(=O)n1CCC(=O)OCC(=O)NCc1ccc(F)cc1,2,11,0,12,-2,-7,2,-2,0.8
CN(Cc1cc(=O)n2ccsc2n1)C1CCCCC1,-4,19,0,1,0,-1,-5,-8,-1.3
NNC(=O)c1cc(Cl)ccc1Cl,-3,-29,0,-23,-12,-5,-1,13,0.1
Cc1cc(C)n2nc(SCC(=O)c3cccs3)nc2n1,9,8,-1,0,-3,-4,1,17,1.0
O=C(NNC(=O)C1CCC1)c1ccccc1F,-1,-5,0,31,6,-5,11,3,0.6
CC(=O)c1ccc(OCc2cc(C(=O)N3CCC(Oc4ccccc4C)CC3)no2)cc1,-106,6,-3,-46,-9,8,0,-77,4.2
CC(C)(C)OC(=O)N[C@@H](Cc1ccccc1)C(=O)N1CCC(C(=O)N[C@@H](Cc2c[nH]c3ccccc23)C(=O)O)CC1,-10,-3,4,-16,2,-1,-1,-9,-0.3
CCC(=O)c1ccc(OCC(=O)OCC(=O)c2cc(C)n(CC3CCCO3)c2C)cc1 (configuration not stated),-9,11,-2,10,-1,-12,0,3,-1.0
O=C(NCc1cccnc1)C(=O)Nc1nc(-c2ccccc2)cs1,-13,2,3,-44,2,-21,3,-17,6.5
O=C(Cc1ccccc1F)Nc1cc(S(=O)(=O)N2CCOCC2)ccc1N1CCOCC1,20,-1,-1,10,2,2,0,-7,-2.9
O=C(CSc1ccc(-c2ccncc2)nn1)N1CCCCC1,-9,-11,1,-4,-7,2,-6,-13,-3.8
Cc1ccc(N(CC(=O)NC2CCCCC2C)S(=O)(=O)c2c(C)noc2C)cc1 (configuration not stated),-2,21,-5,-2,3,-33,11,-8,-1.4
O=C(NN=C1CCN(Cc2ccccc2)CC1)c1ccccc1,-10,-8,-1,5,-13,-11,-8,-30,-4.7
O=C(CCS(=O)(=O)c1ccc(Cl)cc1)NCCC1=CCCCC1,15,6,-1,16,0,-4,3,6,2.5
CCCc1nnc(NC(=O)c2c(O)c3cccc4c3n(c2=O)CCC4)s1,4,.,10,-1,.,.,.,-3,21
Cc1ccc2c(CN3C(=O)NC4(CCCCC4)C3=O)cc(=O)oc2c1C,-10,-8,0,-21,-15,6,-2,-5,1.1
Cc1ccc(-c2nnc(N3CCN(C(=O)CN4C(=O)c5ccccc5C4=O)CC3)c3ccccc23)cc1,18,6,12,35,-3,2,1,16,18
COCCCn1c(-c2cccs2)nc2nc3ccccc3nc21,5,-1,1,11,-1,-4,-27,-8,4.0
CCn1c(SCC(=O)c2ccc3ccccc3c2)nnc1-c1ccco1,13,1,-1,4,0,-5,3,2,-2.2
COc1cc(OC)cc(C(=O)Nc2nc(CC(=O)NCCc3ccccc3)cs2)c1,5,19,-4,-6,1,-3,12,8,0.7
O=C(CSc1nc(-c2ccco2)cc(C(F)(F)F)n1)NC1CCCCCCC1,-12,17,0,20,-7,0,14,-8,0.8
Cc1noc(C)c1COc1ccccc1C(=O)NCCc1ccc(S(N)(=O)=O)cc1,18,6,-3,18,0,-7,-13,6,-1.0
Cc1cc(C)nc(NC(=O)c2cccc(Cl)c2)n1,7,0,1,18,1,16,-6,-2,1.5
COc1cccc(C(=O)Nc2ccc3c(c2)C(=O)NC3=O)c1,1,1,5,-3,-3,-3,-9,6,1.5
CC1(Cc2cn(CCC#N)c3ccccc23)OCCO1,5,6,-2,3,4,2,2,-4,-1.8
CCOc1cc(S(=O)(=O)NCc2ccc3c(c2)OCO3)c(C)cc1C,10,2,-2,11,0,-3,1,5,1.1
Cc1cccc(Nc2nc(N)c([N+](=O)[O-])c(NCc3ccccc3)n2)c1,-14,18,3,52*,6,22,10,8,1.5
COc1ccc(C(c2nnnn2CCc2ccccc2)N2CCN(C3CCCC3)CC2)cc1OC (configuration not stated),10,4,-2,-12,0,4,0,-5,0.9
O=C(N/N=C/c1ccncc1)c1cc(Br)ccc1OCc1ccccc1,4,15,1,30,7,16,21,5,-0.7
CC1CCC(=NNC(=O)Cc2cccn2C)CC1 (configuration not stated),-20,-3,-1,-9,4,1,0,-3,1.1
COc1cc(C(=O)C(=O)c2cc(OC)c(O)c(OC)c2)cc(OC)c1O,7,-1,-5,10,-2,-11,1,-14,0.0
CCOc1cc(CNc2ccc3[nH]c(=O)[nH]c3c2)ccc1OCC(=O)NC(C)(C)C,31,-4,-3,27,-16,-8,-8,11,1.8
N#Cc1ccc(/C=C/C(=O)c2ccc3c(c2)OCO3)cc1,-1,22,-2,28,5,-5,5,-6,-0.7
CNC(=O)C1CC(=O)N(c2ccc(C)cc2)C1 (configuration not stated),18,-16,-1,1,-6,10,-13,-7,-0.5
CSc1ccccc1OCc1cc(C(=O)N2CCN(c3ccccc3)CC2C)no1 (configuration not stated),-95,7,-2,-21,-1,5,5,-66,3.3

# Entries of single compounds as entered above. Order of screens: 697 NFkB inh, CCR6 antag, XBP1 UPR activ, Mdm2 MdmX PPI, CXCR6 block, Gli-Sufu antag, EBI2 block, Jurkat NFkB inh, CHOP UPR activ
# O=C(N/N=C/c1ccncc1)c1cc(Br)ccc1OCc1ccccc1 reads 4, 15, 1, 30, 7, 16, 21, 5, -0.7
# CSc1ccccc1OCc1cc(C(=O)N2CCN(c3ccccc3)CC2C)no1 (configuration not stated) reads -95, 7, -2, -21, -1, 5, 5, -66, 3.3
# CC1CCC(=NNC(=O)Cc2cccn2C)CC1 (configuration not stated) reads -20, -3, -1, -9, 4, 1, 0, -3, 1.1
# COc1ccc(C(c2nnnn2CCc2ccccc2)N2CCN(C3CCCC3)CC2)cc1OC (configuration not stated) reads 10, 4, -2, -12, 0, 4, 0, -5, 0.9
# CCOc1cc(CNc2ccc3[nH]c(=O)[nH]c3c2)ccc1OCC(=O)NC(C)(C)C reads 31, -4, -3, 27, -16, -8, -8, 11, 1.8

# Further entries
SMILES,697 NFkB inh,CCR6 antag,XBP1 UPR activ,Mdm2 MdmX PPI,CXCR6 block,Gli-Sufu antag,EBI2 block,Jurkat NFkB inh,CHOP UPR activ
CC(=O)Nc1cccc(-n2nnc(SCC(=O)N(C)c3ccccc3)n2)c1,-10,-4,-4,2,-13,-3,7,3,2.8
Cc1cc(N=Nc2c(O)c3ccccc3[nH]c2=O)ccc1N=Nc1ccc(C(=O)N(C)C)cc1,-52,-4,0,-35,-7,-42,-6,-11,6.0
COCCN(Cc1cc2c(C)cc(C)cc2nc1Cl)C(=O)c1ccccc1F,-14,-1,1,12,-24,58*,9,0,-0.6
Cc1ccc(S(=O)(=O)Nc2ccc3c(c2)nc(CCN2CCOCC2)n3C)cc1,19,8,5,14,3,22,-4,8,0.3
COc1ccc(/C=C/CN2CCN(CCc3ccccc3)C(CCO)C2)cc1 (configuration not stated),-10,7,-2,15,-3,36,0,-6,0.7
CCOc1ccccc1C(=O)Nc1ccc(NC(=O)c2ccccc2)cc1,-7,22,-6,15,-1,-19,2,-11,1.1
CCCCCNC(=O)c1ccc2c(c1)ncn2-c1ccc(OC)cc1,21,7,-2,-23,0,-10,0,-12,1.3
Fc1cnc(Cl)nc1N1CCN(c2ccccc2)CC1,1,5,-1,3,-6,9,-14,1,-0.3
S=c1[nH]nc(Cc2ccccc2)n1Cc1ccco1,12,2,2,-22,6,.,-1,-13,2.1
CN(C)S(=O)(=O)c1cc(NC(=O)c2cc(=O)c3ccccc3o2)ccc1Cl,5,9,3,-6,17,4,-5,-14,3.7
CCC(=O)Nc1cc(C(F)(F)F)ccc1N1CCOCC1,1,10,-1,17,-2,.,3,6,1.2
O=C(CSc1nnc2ccccn12)NNC(=O)c1ccccc1,9,5,1,-13,-2,-7,0,7,-1.1
O=C(COc1ccc(Br)cc1)Nc1ccc([N+](=O)[O-])cn1,5,-4,-2,-8,9,2,23,-5,0.5
CCS(=O)(=O)N1CCN(c2cnn(-c3ccccc3)c(=O)c2Cl)CC1,15,-6,-2,8,-5,-6,-11,-1,-1.3
CCNC(=O)COC(=O)CCNC(=O)c1cccc(C)c1,-4,2,-2,17,-12,0,0,-8,-0.1
CC1CC(C)CN(C(=S)NC2CCCCC2)C1 (configuration not stated),11,5,-1,-18,-2,4,-18,6,0.6
S=c1[nH]nc(C2CCCCC2)n1/N=C/c1cccc(Cl)c1Cl,-9,12,-1,12,11,7,-2,-12,-0.3
COc1cccc2[nH]c3c(=O)n(CCN(C)C)cnc3c12,3,-7,-1,22,2,-3,-15,8,0.7
COc1ccc(OC)c2nc(-c3cccnc3)ccc12,-6,-4,-1,-1,-2,0,-1,-15,5.8
Cc1cc(C)n2cc(CSCC(=O)O)nc2n1,-6,-3,0,6,-4,18,-10,4,-0.1
COC(=O)c1ccc(CSc2nnc(CNC(=O)COc3ccc(Cl)cc3)o2)o1,9,2,-1,-3,-8,8,14,6,2.3
CSc1ccc(CN(C)CC(=O)Nc2ccccc2C(=O)NC2CC2)cc1,2,10,-1,4,4,5,-4,5,-0.1
Cc1nc2c(C)cccn2c(=O)c1NC(=O)c1ccc2c(c1)OCO2,-18,11,4,-13,5,-3,-1,11,-0.9
CCOc1cc(N2CCOCC2)c(OCC)cc1NC(=O)COc1cccc(CC)c1,-25,4,1,9,-12,8,19,-9,2.1
CCOc1ccc(CCNC(=O)c2ccc(S(=O)(=O)N3CCCC3)cc2)cc1OCC,2,18,-3,15,-6,1,-2,-7,0.1
COc1cc(N)c(Br)cc1C(=O)O,9,6,-2,12,-2,-4,-4,10,1.8
COC(=O)COc1ccc(S(=O)(=O)NCC2CCCO2)cc1Cl (configuration not stated),9,-4,0,-29,6,3,-1,-3,-0.4
CC1CCN(C(=O)CSc2nnc(Cn3c(=O)sc4ccccc43)n2C)CC1,1,12,-1,3,-5,0,-6,-4,0.9
O=C(COC(=O)/C=C/c1ccco1)NC1CCCCC1,14,7,1,14,3,-4,-6,17,0.8
COc1ccc(-c2nc(-c3cccc(C(F)(F)F)c3)no2)cc1OC,-14,13,-3,-15,8,16,26,-23,2.5
CCN(CC)Cc1nc2c(c(=O)[nH]1)C1(CCCC1)Cc1ccccc1-2,-2,13,-1,16,13,8,3,-7,-1.0
